MazEF act: MazEF (E. coli) toxin RNase activation; P0AE70; FAM/BHQ RNA-DNA oligo cleavage fluorescence, 5 h; activation, % at 20 µM; 350,000 compounds, 0.32% hits; in the data active = activation above about 50%
3CLpro inhibitor: SARS-CoV 3CLpro protease inhibition. 290,000 compounds, 0.14% hits. recombinant SARS-CoV 3CLpro, quenched FRET peptide cleavage. inhibition, % at 6 µM; in the data active = inhibition above about 12%
TcdB inh: blocks C. difficile toxin B glycohydrolase activity; 350,000 compounds, 0.24% hits; inhibition, % at 9.99 µM; TcdB glycohydrolase enzymatic assay, plate reader; in the data active = inhibition above about 10%
Target sequence (P18177 whole entry, looked up): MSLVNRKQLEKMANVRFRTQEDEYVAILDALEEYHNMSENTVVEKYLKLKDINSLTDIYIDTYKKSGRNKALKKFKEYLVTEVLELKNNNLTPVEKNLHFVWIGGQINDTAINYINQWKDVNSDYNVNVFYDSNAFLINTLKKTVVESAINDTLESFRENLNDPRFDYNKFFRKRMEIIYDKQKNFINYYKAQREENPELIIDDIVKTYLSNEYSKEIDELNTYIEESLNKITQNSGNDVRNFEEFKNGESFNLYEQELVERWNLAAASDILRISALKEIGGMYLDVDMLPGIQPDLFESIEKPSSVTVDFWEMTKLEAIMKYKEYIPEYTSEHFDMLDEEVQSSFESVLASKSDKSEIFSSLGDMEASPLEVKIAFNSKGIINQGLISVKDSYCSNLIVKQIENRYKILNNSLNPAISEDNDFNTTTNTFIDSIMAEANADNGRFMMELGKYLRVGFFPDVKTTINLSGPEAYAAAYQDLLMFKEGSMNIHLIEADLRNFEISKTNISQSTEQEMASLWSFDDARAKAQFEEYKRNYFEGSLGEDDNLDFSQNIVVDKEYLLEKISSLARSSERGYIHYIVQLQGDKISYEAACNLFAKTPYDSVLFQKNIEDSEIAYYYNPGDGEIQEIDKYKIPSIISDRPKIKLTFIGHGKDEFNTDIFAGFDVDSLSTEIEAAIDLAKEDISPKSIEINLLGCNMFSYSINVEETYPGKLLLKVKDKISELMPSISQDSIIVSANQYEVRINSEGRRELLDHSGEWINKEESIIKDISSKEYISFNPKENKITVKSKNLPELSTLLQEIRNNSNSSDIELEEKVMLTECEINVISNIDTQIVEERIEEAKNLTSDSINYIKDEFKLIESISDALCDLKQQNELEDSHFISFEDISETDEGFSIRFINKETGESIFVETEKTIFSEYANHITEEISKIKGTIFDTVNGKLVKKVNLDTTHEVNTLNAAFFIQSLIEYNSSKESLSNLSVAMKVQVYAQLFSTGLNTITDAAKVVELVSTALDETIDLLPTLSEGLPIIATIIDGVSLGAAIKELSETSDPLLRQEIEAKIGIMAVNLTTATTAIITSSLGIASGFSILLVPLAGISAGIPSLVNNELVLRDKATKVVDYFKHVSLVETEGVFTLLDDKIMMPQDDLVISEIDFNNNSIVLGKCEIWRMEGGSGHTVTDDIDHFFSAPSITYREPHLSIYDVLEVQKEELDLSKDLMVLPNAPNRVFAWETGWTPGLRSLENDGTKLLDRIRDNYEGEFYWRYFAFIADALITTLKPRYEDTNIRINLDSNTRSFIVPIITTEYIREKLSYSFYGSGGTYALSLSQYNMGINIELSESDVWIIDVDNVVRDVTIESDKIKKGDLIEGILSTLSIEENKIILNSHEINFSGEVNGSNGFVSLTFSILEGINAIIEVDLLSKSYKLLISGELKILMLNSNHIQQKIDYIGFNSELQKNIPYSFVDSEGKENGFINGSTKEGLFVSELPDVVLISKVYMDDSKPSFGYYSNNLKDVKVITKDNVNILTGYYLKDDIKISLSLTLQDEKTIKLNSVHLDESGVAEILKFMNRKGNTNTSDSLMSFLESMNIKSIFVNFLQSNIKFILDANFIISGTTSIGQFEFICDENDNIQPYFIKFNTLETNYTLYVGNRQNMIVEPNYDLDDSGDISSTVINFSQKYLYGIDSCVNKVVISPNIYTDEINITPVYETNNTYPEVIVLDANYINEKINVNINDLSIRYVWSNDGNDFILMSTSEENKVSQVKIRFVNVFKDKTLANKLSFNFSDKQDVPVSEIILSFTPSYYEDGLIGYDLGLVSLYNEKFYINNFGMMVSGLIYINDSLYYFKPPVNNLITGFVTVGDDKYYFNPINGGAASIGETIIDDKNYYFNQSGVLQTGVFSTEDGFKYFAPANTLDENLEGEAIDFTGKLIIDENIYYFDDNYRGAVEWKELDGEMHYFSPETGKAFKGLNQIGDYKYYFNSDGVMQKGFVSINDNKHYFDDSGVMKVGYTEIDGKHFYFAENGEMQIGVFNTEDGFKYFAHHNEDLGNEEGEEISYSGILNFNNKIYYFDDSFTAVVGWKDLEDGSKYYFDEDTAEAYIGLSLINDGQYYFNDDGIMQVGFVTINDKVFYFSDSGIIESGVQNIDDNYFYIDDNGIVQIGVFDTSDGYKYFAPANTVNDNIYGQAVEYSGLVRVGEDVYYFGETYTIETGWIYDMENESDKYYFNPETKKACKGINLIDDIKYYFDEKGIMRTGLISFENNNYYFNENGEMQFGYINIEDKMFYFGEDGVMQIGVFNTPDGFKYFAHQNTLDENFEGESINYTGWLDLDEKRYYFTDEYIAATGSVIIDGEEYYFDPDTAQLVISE
Vc quorum ag: induces V. cholerae light production without autoinducers. V. cholerae BH1578 lux reporter, luminescence, 6 h. activation, % at 18.7 µM. 350,000 compounds, 0.16% hits. AID 588436; in the data active = activation mostly above about 9.7%, no sharp cut-off; also: not every result past the cut was called active; inactives centre near 0; reference of the scale not given here
PriA SSB inh: inhibitors of Klebsiella pneumoniae PriA binding to SSB C-terminal tail; AlphaScreen SSBct-PriA binding, biotinylated peptide; inhibition, % at 33 µM; 430,000 compounds, 0.6% hits; in the data active = inhibition mostly above about 37%, no sharp cut-off; inactive = mostly below about 20%;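 also: plate controls were negative control peptide for no effect and reference peptide for full effect; strong numbers were not always called active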
Y pestis TopoI: blocks Yersinia pestis topoisomerase I activity | Y. pestis Topo-I cleavage product accumulation, plate reader | 360,000 compounds, 0.064% hits | AID 504884 | activity, % at 10 µM; in the data active = activity above about 50%, passing the limit was not always enough; also: inactives centre near 2
DUSP3 inh: inhibitors of human VHR1 phosphatase (DUSP3) | 290,000 compounds, 0.52% hits | P51452 | inhibition, % at 13.3 µM | recombinant VHR phosphatase, pNPP absorbance; in the data active = inhibition above about 50%; also: some compounds called inactive have numbers as strong as hits
CCHFV vOTU inh: CCHFV vOTU protease inhibition | Pep-AMC fluorescence | inhibition, % at 11.5 µM | 370,000 compounds, 0.55% hits; in the data active = inhibition above about 30%; also: 0% = vehicle wells with enzyme and 100% = no enzyme wells
PrPC surface inh: reduces human prion protein on the cell surface; 370,000 compounds, 0.43% hits; cell surface PrPC, TR-FRET read-out; inhibition, % at 13.8 µM; AID 720596; in the data active = inhibition above about 24%; also: 0% = median of the test wells and 100% = reference compound wells
Rv3671c inh: inhibits the M. tuberculosis serine protease Rv3671c | P9WHR9 | inhibition, % at 5.96 µM | 320,000 compounds, 0.048% hits; in the data active = inhibition above about 38%;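 also: extracellular domain of Rv3671c used as enzyme; 0% = enzyme with DMSO and 100% = no enzyme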
Starred values were filed as active, the others as inactive; i = inactive; · = not tested or not shown; & = joins results of further samples. This is a subset (hit frequency here may not be typical).

(1) CCOC(=O)C1CCN(Cc2ccc(Cl)c(Cl)c2)CC1
(2) CC(C)n1c(C(O)c2ccccc2)nc2ccccc21 (configuration not stated)
(3) CC(=O)NS(=O)(=O)c1ccc(NC(=O)/C=C/c2cn(-c3ccccc3)nc2-c2ccccc2)cc1
(4) O=C(Cn1c(=O)[nH]c2ccsc2c1=O)NC1CCCCCC1
(5) CC1CCCCC1NC(=O)CSc1nnnn1-c1ccccc1 (configuration not stated)
(6) COc1cc(Cl)ccc1OC1(C)CCN(Cc2c(F)cccc2F)C1 (configuration not stated)
(7) COc1ccc(CCC(=O)NCC(=O)OCc2ccccc2)cc1
(8) CS(=O)(=O)N(CC(=O)N1CCCC1)c1ccc(Cl)cc1Cl

entry no.,1,2,3,4,5,6,7,8
MazEF act,-12,-1,1,9,7,·,-2,-2
3CLpro inhibitor,1,4,6,1,5,·,2,2
TcdB inh,·,·,0.1,·,·,0.3,1.3,-14
Vc quorum ag,i,i,4.9,i,·,-0.2,i,-0.2
PriA SSB inh,-9,-9,11,-12,-9,·,-16,0
Y pestis TopoI,10,-3,-2,-1,10,22,10,6
DUSP3 inh,8,29,26,35,15,·,·,-3
CCHFV vOTU inh,5,10,25,-4,-13,-6,-17,3
PrPC surface inh,2,-10,-5,-1,0,-7,-4,6
Rv3671c inh,-4,4,-166,-5,5,·,-1,-6

(9) CC(c1ccccn1)N(C)C(=O)c1ccc2nc(Cc3cccc(Cl)c3)oc2c1 (configuration not stated)
(10) COc1cc(C2CC(=O)N3CN(Cc4ccco4)CSC3=C2C#N)ccc1OCc1ccccc1 (configuration not stated)
(11) Cc1ccc(CSCc2ccc(C(=O)NCCCN3CCOCC3)o2)cc1
(12) COc1ccc(C(CC(=O)N2CCCCC2)c2c(O)cc(OC)cc2OC)cc1 (configuration not stated)
(13) c1ccc2c(c1)CSc1ccccc1N2
(14) C=CCn1c(Cn2nnc3ccccc32)nnc1SCC(=O)N/N=C/c1cc(Br)cc(OC)c1O
(15) COC(=O)c1c(NC(=O)COc2ccc(Cl)cc2Cl)sc2c1CC(C)(C)NC2(C)C
(16) O=c1[nH]c(SCC2CCCCO2)nc2ccccc12 (configuration not stated)

entry no.,9,10,11,12,13,14,15,16
MazEF act,7,9,2,3,6,9,10,-4
3CLpro inhibitor,4,5,2,·,·,3,0,2
TcdB inh,0.6,0.9,-0.3,1.4,-2.8,·,-0.7,·
Vc quorum ag,-0.2,-0.3,-0.7,-0.7,i,i,0.0,i
PriA SSB inh,-7,-2,9,-1,-1,·,-12&7,-17
Y pestis TopoI,23,-11,12,10,-7,1,8,0
DUSP3 inh,34,9,8,11,·,23,8,25
CCHFV vOTU inh,1,3,-9,-4,-8,·,-19,13
PrPC surface inh,1,4,-2,-3,5,·,1,2
Rv3671c inh,1,-4,1,-1,1,4,3,-3

(17) O=C(Nc1ccccc1)OCc1cnc(Cl)s1
(18) CC(C)(C)OC(=O)CNC(=O)c1[nH]cnc1C(=O)NC1CCNCC1
(19) COC1C(O)C(C)OC(OC2CCC3(C)C(CCC4C3C(O)CC3(C)C(C5=CC(=O)OC5)CCC43O)C2)C1O (configuration not stated)
(20) Cc1ccc(S(=O)(=O)Nc2ccc3c(c2)n(C)c(=O)n3C)cc1
(21) CC1CC(C)CN(c2oc(Cc3ccccc3)nc2C#N)C1 (configuration not stated)
(22) C=CCn1c(SCC(=O)NCC)nc2sc3c(c2c1=O)CCC3
(23) COc1ccc(C2=NOC(C(=O)NCCCN3CCOCC3)C2)cc1 (configuration not stated)
(24) CS(=O)(=O)N(CC(=O)NCCSCc1ccccc1)c1ccccc1

entry no.,17,18,19,20,21,22,23,24
MazEF act,-1,3,7,4,-5,10,5,-12
3CLpro inhibitor,3,·,·,-1,3,2,9,5
TcdB inh,1.4,0.7,-10,1.5,·,1.0,·,0.6
Vc quorum ag,i,-0.8,-5.6,3.6,-0.2,-0.2,i,-0.2
PriA SSB inh,-14,-6,-14,-20,55*,-3,-15,-21
Y pestis TopoI,1,-2,-1,-2,38,-2,7,-9
DUSP3 inh,22,·,·,27,-14,41,-17,1
CCHFV vOTU inh,-21,-3,10,2,14,-14,8,-9
PrPC surface inh,-5,-6,8,-4,-1,-2,0,2
Rv3671c inh,-11,-4,·,-1,-6,0,2,8

(25) CCOc1ccc(-c2nnn(CC(=O)NCc3ccco3)n2)cc1OCC
(26) Nc1c(Cl)cc(C2=NCCn3nc4cc([N+](=O)[O-])ccc4c32)cc1Cl
(27) CCOc1ncccc1C(=O)Nc1cc(S(=O)(=O)N2CCCCC2)ccc1OC
(28) NCCCC[C@@H](C(=O)N1CCNCC1)n1cc(CCC(=O)O)nn1
(29) CC(NC(=O)[C@H](C)NC(=O)C1CC(=O)N(c2ccc3c(c2)OCO3)C1)c1ccccc1 (some centres not stated)
(30) O=C(NCC1CCCO1)c1cc(-c2ccccc2)nc2ccccc12 (configuration not stated)
(31) COc1ccc(OC)c(NC(=O)CN2C(=O)C3(OCCCO3)c3ccccc32)c1
(32) COC(=O)C1=C(c2ccc(C(C)=O)cc2)C[C@@H]2CC[C@H]1N2C(=O)NCC1CC1

entry no.,25,26,27,28,29,30,31,32
MazEF act,-8,10,6,-4,9,5,-6,-3
3CLpro inhibitor,-2,·,·,1,9,-2,-3,·
TcdB inh,·,1.4,0.7,1.2,-1.5,0.7,-7.8,·
Vc quorum ag,i,i,5.9,-0.8,i,-0.9,-3.8,-2.4
PriA SSB inh,-11,8,-6,3,13,-15,-9,3
Y pestis TopoI,-8,-4,16,9,3,3,-8,-12
DUSP3 inh,48,·,·,3,11,-9,-8,·
CCHFV vOTU inh,-9,4,-6,3,7,-13,-9,·
PrPC surface inh,0,-26,-1,2,-4,-5,-2,·
Rv3671c inh,-1,-1,-3,-4,-6,6,7,-1

(33) CCN(C1CCCCC1)S(=O)(=O)c1cc2c3c(c1)CCN3C(=O)CC2
(34) C=C(C)CN1C(=O)C(C)SC1=NN=C1SCC(=O)N1C (configuration not stated)
(35) O=C(c1cc(-c2cccc(O)c2)on1)N1CCCCCC1
(36) CC(C)N(C(=O)[C@H]1C[C@H](CC(=O)NCCN2CCOCC2)C(=O)N2CCc3c([nH]c4cc(-c5ccco5)ccc34)[C@]12C)C(C)C
(37) CCN(C(=O)CCc1nnc2ccc(N3CCC4(CC3)OCCO4)nn12)c1ccccc1
(38) CC(=O)Nc1ccccc1C(=O)N1CCN(c2cccc(C)c2C)CC1
(39) NC(=O)c1c(NC(=O)C2CCCO2)sc2c1CCCC2 (configuration not stated)
(40) COCCNc1nc(NCCOc2ccccc2)c2sc(-c3ccccc3)cc2n1

entry no.,33,34,35,36,37,38,39,40
MazEF act,-4,-17,-2,7,2,11,1,·
3CLpro inhibitor,·,·,-2,·,-5,-1,5,·
TcdB inh,3.2,0.6,-0.3,2.9,1.4,1.0,1.0,0.4
Vc quorum ag,i,-4.0,-0.2,-0.4,-0.1,-0.2,-0.4,-0.5
PriA SSB inh,-3,·,-10,-4,-1,0,2,·
Y pestis TopoI,8,4,6,24,-2,3,-6,4
DUSP3 inh,·,·,19,·,-2,6,3,·
CCHFV vOTU inh,-8,-14,4,-16,-9,5,-10,8
PrPC surface inh,1,-6,7,-1,1,-10,-7,7
Rv3671c inh,7,·,-9,·,4,-1,-5,·

(41) O=C(c1ccc(CNS(=O)(=O)c2ccc(Br)cc2)cc1)N1CCCCCC1
(42) Cc1ccc(N=C2N=C(N)c3ccccc32)cc1C
(43) C=C(Br)Cn1c(CCCC)nc2ccccc21
(44) CCc1ccc(NC(=O)C2CC(=O)N(C(C)C)C2)cc1 (configuration not stated)
(45) C[C@H](CO)N1C[C@H](C)[C@@H](CN(C)S(=O)(=O)c2cccs2)OCc2cn(nn2)CCCC1=O
(46) CCN(CC)c1ccc(NC(=O)CN2CCN(CC(=O)Nc3ccccc3OC)CC2)cc1
(47) COc1ccc(-c2[nH]ncc2/C=N/NC(=O)c2ccc(Br)cc2)c(OC)c1
(48) COP(C)(=O)c1c(C)nn(-c2ccccc2)c1C (configuration not stated)

entry no.,41,42,43,44,45,46,47,48
MazEF act,3,4,3,4,13,7,1,-9
3CLpro inhibitor,6,0,-7,-1,·,-2,6,-1
TcdB inh,0.6,·,·,·,0.2&0.7,-28,-3.7,·
Vc quorum ag,-0.1,-0.2,i,i,1.1,0.0,i,-18
PriA SSB inh,-4,12,-19,-6,·,-8,·,-19
Y pestis TopoI,34,4,1,-5,2,-6,9,-2
DUSP3 inh,-6,·,-10,-2,·,14,46,10
CCHFV vOTU inh,21,4,2,-8,16,-3,2,1
PrPC surface inh,-10,-4,4,0,0,-12,14,-7
Rv3671c inh,-4,8,-2,-3,·,4,-1,0

(49) COc1cccc(NC(=O)CN(C)C(=O)c2cc3c(s2)CCC3)c1
(50) Cc1ccc(NC(=O)NC2CCN(S(=O)(=O)c3ccc(F)cc3)CC2)cc1
(51) CC(C)N1CCN(c2ccncc2S(=O)(=O)N2CCCCC2)CC1
(52) Cc1cccc(OCC(=O)NCC(=O)N/N=C/c2ccc([N+](=O)[O-])cc2)c1
(53) C=CCn1c(SCC(=O)Nc2cc(C)on2)nnc1-c1ccccc1F
(54) O=c1[nH]nc(-c2cccs2)c2ccccc12

entry no.,49,50,51,52,53,54
MazEF act,1,-3,4,-2,3,-4
3CLpro inhibitor,·,-2,·,6,·,-1
TcdB inh,0.2,0.9,-2.2,0.3,0.3,2.2
Vc quorum ag,·,-3.0,-0.7,-0.3,i,-0.3
PriA SSB inh,1,-6,·,·,-14,-13
Y pestis TopoI,·,-2,-4,-9,5,-5
DUSP3 inh,·,4,·,6,·,15
CCHFV vOTU inh,13,1,29,-3,0,-2
PrPC surface inh,-5,-1,1,-23,2,0
Rv3671c inh,3,1,·,6,-1,6

Exported with bars between the fields: nine of the compounds above.
entry | Molecule | MazEF act | 3CLpro inhibitor | TcdB inh | Vc quorum ag | PriA SSB inh | Y pestis TopoI | DUSP3 inh | CCHFV vOTU inh | PrPC surface inh | Rv3671c inh
46 | CCN(CC)c1ccc(NC(=O)CN2CCN(CC(=O)Nc3ccccc3OC)CC2)cc1 | 7 | -2 | -28 | 0.0 | -8 | -6 | 14 | -3 | -12 | 4
47 | COc1ccc(-c2[nH]ncc2/C=N/NC(=O)c2ccc(Br)cc2)c(OC)c1 | 1 | 6 | -3.7 | i | · | 9 | 46 | 2 | 14 | -1
48 | COP(C)(=O)c1c(C)nn(-c2ccccc2)c1C (configuration not stated) | -9 | -1 | · | -18 | -19 | -2 | 10 | 1 | -7 | 0
49 | COc1cccc(NC(=O)CN(C)C(=O)c2cc3c(s2)CCC3)c1 | 1 | · | 0.2 | · | 1 | · | · | 13 | -5 | 3
50 | Cc1ccc(NC(=O)NC2CCN(S(=O)(=O)c3ccc(F)cc3)CC2)cc1 | -3 | -2 | 0.9 | -3.0 | -6 | -2 | 4 | 1 | -1 | 1
51 | CC(C)N1CCN(c2ccncc2S(=O)(=O)N2CCCCC2)CC1 | 4 | · | -2.2 | -0.7 | · | -4 | · | 29 | 1 | ·
52 | Cc1cccc(OCC(=O)NCC(=O)N/N=C/c2ccc([N+](=O)[O-])cc2)c1 | -2 | 6 | 0.3 | -0.3 | · | -9 | 6 | -3 | -23 | 6
53 | C=CCn1c(SCC(=O)Nc2cc(C)on2)nnc1-c1ccccc1F | 3 | · | 0.3 | i | -14 | 5 | · | 0 | 2 | -1
54 | O=c1[nH]nc(-c2cccs2)c2ccccc12 | -4 | -1 | 2.2 | -0.3 | -13 | -5 | 15 | -2 | 0 | 6
